Compound activity: PubChem, several laboratories
CatS block = inhibitors of human cathepsin S, biochemical, compound mixtures. recombinant cathepsin S, AMC dipeptide fluorescence, pooled mixtures. P25774. inhibition, %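 (tested at 5 µM per compound within 10-compound mixtures)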. hit rate 0.06% among 62,000; in the data active means inhibition above about 32%, passing the limit was not always enough;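 further: 0% = enzyme without compound and 100% = blank without enzyme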
Target sequence (P25774 115-331 limits assumed): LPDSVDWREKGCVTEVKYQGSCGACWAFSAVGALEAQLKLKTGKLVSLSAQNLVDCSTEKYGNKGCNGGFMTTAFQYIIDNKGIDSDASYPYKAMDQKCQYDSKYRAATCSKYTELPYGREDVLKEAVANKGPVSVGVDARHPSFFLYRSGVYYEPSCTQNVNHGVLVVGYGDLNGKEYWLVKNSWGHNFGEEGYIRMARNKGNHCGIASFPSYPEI
FXIIa inh mix = human factor XIIa inhibitors, primary screen, biochemical, pooled compound mixtures, fluorogenic substrate. purified FXIIa. inhibition, % at 5 µM. hit rate 0.2% among 62,000;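 further: 0% = enzyme without compound and 100% = no enzyme blank; some results filed as inactive read as strong as hits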
C1s inh = complement C1s protease inhibitors, primary screen, biochemical, 10-compound mixtures | purified C1s, fluorogenic AMC substrate, pooled mixtures | mean inhibition % of two 10-compound mixtures (active compounds read high), % at 5 µM (by protocol) | hit rate 0.16% among 62,000 | AID 538, 2006;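 active means inhibition above 20% in each of the two 10-compound mixture wells holding the compound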;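 further: 0% = enzyme wells lacking compound mixture and 100% = no-enzyme blank wells; some compounds called inactive have numbers as strong as hits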
CatG inh = human cathepsin G inhibitors, primary screen, biochemical, pooled compound mixtures, AMC fluorescence | P08311 | purified enzyme, AMC-tetrapeptide fluorescence | inhibition, % at 5 µM (by protocol) | hit rate 0.2% among 62,000 | AID 581, 2007;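 active means inhibition above 20% in each of the two mixture wells holding the compound; inactive means inhibition of 20% or less in either well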;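 further: 0% = enzyme control without mixture and 100% = blank lacking enzyme; strong numbers were not always called active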
Target sequence (P08311 21-244 limits assumed): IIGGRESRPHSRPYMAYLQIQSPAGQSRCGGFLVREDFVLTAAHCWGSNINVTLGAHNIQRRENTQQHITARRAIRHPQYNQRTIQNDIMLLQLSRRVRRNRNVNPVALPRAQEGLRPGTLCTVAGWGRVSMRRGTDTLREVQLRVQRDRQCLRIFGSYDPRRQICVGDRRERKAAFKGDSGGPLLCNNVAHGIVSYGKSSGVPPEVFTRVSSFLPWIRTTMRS
FXIa mix inh = FXIa protease inhibitors in compound pools, primary screen, biochemical, 10-compound mixtures. Coagulation factor XI (Homo sapiens), P03951. purified FXIa, fluorogenic substrate, pooled mixtures. inhibition, % at 5 µM. hit rate 0.19% among 62,000. AID 680, 2007;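 further: each value is inhibition by a whole ten-compound pool holding the compound; 0% = enzyme with no mixture and 100% = wells lacking enzyme; strong numbers were not always called active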
PKA kinase inh = inhibitors of human PKA kinase activity, primary screen, biochemical, ATP-depletion luminescence, Kemptide substrate. PKA Kemptide phosphorylation, Kinase-Glo ATP luminescence. inhibition, % at 6 µM. hit rate 0.1% among 65,000. AID 524, 2006;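 active means inhibition above the screen-wide mean inhibition plus 3 SD, cut at about 21% in these data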; further: many of its hits are not listed in these tables
ROCK2 blocker = inhibitors of human ROCK2 kinase, primary screen, biochemical, high-throughput, luminescence | Rho-associated protein kinase 2 (Homo sapiens), O75116 | purified ROCK2, Kinase-Glo ATP depletion luminescence | inhibition, % at 6 µM | hit rate 0.35% among 60,000 | AID 604, 2007;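 active means inhibition above the screen-wide mean inhibition plus 3 SD, cut at about 18% in these data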;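 further: plate controls were DMSO wells for no effect and Y-27632 control wells after no-enzyme background subtraction for full effect; many of its hits are not listed in these tables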
JNK3 blocker = JNK3 kinase activity inhibitors, primary screen, biochemical, human, purified enzyme; Mitogen-activated protein kinase 10 (Homo sapiens), P53779; HTS; hit rate 0.61% among 60,000; AID 746, 2007; inhibition, % at 8 µM; in the data active means inhibition above about 17%;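 further: 0% = DMSO and 100% = reference inhibitor; many of its hits are not listed in these tables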
CatL inh = inhibitors of human cathepsin L, biochemical | inhibition, %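 (tested at 10 µM)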 | purified cathepsin L, fluorogenic substrate, fluorescence | hit rate 0.17% among 58,000 | Procathepsin L (Homo sapiens), P07711; in the data active means inhibition above about 45%;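 further: 0% = enzyme with no compound and 100% = no enzyme blank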
Target sequence (P07711 114-288 limits assumed): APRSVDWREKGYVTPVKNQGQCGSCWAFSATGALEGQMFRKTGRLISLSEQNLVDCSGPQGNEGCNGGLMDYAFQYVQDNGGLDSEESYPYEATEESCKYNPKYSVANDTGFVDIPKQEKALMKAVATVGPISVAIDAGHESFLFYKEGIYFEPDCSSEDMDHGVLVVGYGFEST
Target sequence (P07711 292-333 limits assumed): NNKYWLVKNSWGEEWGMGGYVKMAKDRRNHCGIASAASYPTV
Starred values were filed as active, the others as inactive. Unless noted, no stated cut-off is given here; in the data, active means inhibition above about 20% (passing the limit was not always enough); inactive means the rest.

For O=C(NC1CCCC1)c1ccc(COCC(F)(F)F)o1 the results were CatS block 4.2, FXIIa inh mix 9.6, C1s inh -2.1, CatG inh 9.4, FXIa mix inh 3.3, PKA kinase inh -3.2, ROCK2 blocker 1.8, JNK3 blocker 0.6 and CatL inh 9.5.
CCOc1ccc(-c2nnc3sc(-c4c(OC)cccc4OC)nn23)cc1 was read as CatS block 3.9, FXIIa inh mix 3.2, C1s inh -136.5, CatG inh -9.3, FXIa mix inh -14.8 and CatL inh 8.9.
Screening COc1cccc(NC(=O)c2nc3nc(C)cc(C(F)F)n3n2)c1 returned CatS block -10.1, FXIIa inh mix -18.1, C1s inh -49.7, CatG inh -2.3, FXIa mix inh -10.9, PKA kinase inh 4.7, ROCK2 blocker 0.4, JNK3 blocker -4.2 and CatL inh -20.3.
`COc1ccccc1C(=O)N1CCN(c2nc3cc(C)c(C)cc3cc2C#N)CC1` gave CatS block -5.7, FXIIa inh mix 0.8, C1s inh -3.3, CatG inh 1.1, FXIa mix inh 2.3, PKA kinase inh 8.7, ROCK2 blocker 5.1, JNK3 blocker 4.2 and CatL inh -12.7.
Cc1cc(C(=O)O)cc(S(=O)(=O)N2CCOCC2)c1C was read as CatS block 7.8, FXIIa inh mix 4.5, C1s inh 14.7, CatG inh 8.2, FXIa mix inh 3.9, PKA kinase inh -3.2, ROCK2 blocker 1.7, JNK3 blocker -0.3 and CatL inh 7.2.
For CCOc1ccc(-n2c(=O)c3c(C)c(C)sc3n(CC(=O)NCc3ccco3)c2=O)cc1 the results were CatS block 3.1, FXIIa inh mix 12.0, C1s inh 1.9, CatG inh 7.3, FXIa mix inh 1.9, PKA kinase inh 7.6, ROCK2 blocker 2.5, JNK3 blocker 0.2 and CatL inh 24.0.
Screening CCOC(=O)c1cccc(NC(=O)C(C)N2C(=O)c3ccccc3C2=O)c1 (centres undefined) returned CatS block 4.5, FXIIa inh mix 1.7, C1s inh 12.4, CatG inh 10.6, FXIa mix inh 3.4, PKA kinase inh 7.5, ROCK2 blocker 2.4, JNK3 blocker 5.4 and CatL inh 26.8.
O=C1c2ccccc2C(=O)N1CCCCN1CCN(CCCCN2C(=O)c3ccccc3C2=O)CC1 was read as CatS block 3.7, FXIIa inh mix 0.2, C1s inh 8.7, CatG inh 10.6, FXIa mix inh 5.4, PKA kinase inh 5.9, ROCK2 blocker 6.2, JNK3 blocker 0.4 and CatL inh 8.2.
Cc1cc(Oc2ccccc2)nc(OCC#N)n1 was read as CatS block -3.6, FXIIa inh mix 38.1*, C1s inh -2.5, CatG inh 9.2, FXIa mix inh 2.0, PKA kinase inh 8.1, ROCK2 blocker 5.1, JNK3 blocker -8.2 and CatL inh -5.7.
Screening C=CCN(C(=O)Nc1ccc(F)cc1)C1CC(=O)N(c2ccc(OC)cc2)C1=O (centres undefined) returned CatS block -26.0, FXIIa inh mix -7.3, C1s inh -21.2, CatG inh 7.3, FXIa mix inh -3.5, PKA kinase inh 4.2, ROCK2 blocker 2.6, JNK3 blocker 3.2 and CatL inh -7.8.
`CCOC(=O)C1CCCN(C(=O)c2cn(CC)c3ccc(S(=O)(=O)N4CCCC4)cc3c2=O)C1` (centres undefined) gave CatS block -1.1, FXIIa inh mix -1.4, C1s inh -6.1, CatG inh 6.7, FXIa mix inh 3.9, PKA kinase inh 12.5, ROCK2 blocker 7.7, JNK3 blocker -0.8 and CatL inh -0.9.
For Cc1ccc2c(c1)C1CN(C)CCC1N2CC(=O)N(C)c1ccccc1 (centres undefined) the results were CatS block 17.6, FXIIa inh mix 2.4, C1s inh 9.2, CatG inh 15.6, FXIa mix inh 2.1, PKA kinase inh -1.9, ROCK2 blocker -0.5, JNK3 blocker 2.1 and CatL inh 7.2.
`CCCN(CCC)CCNC(=O)C(NS(=O)(=O)c1ccc2c(c1)CCC(=O)N2)c1ccccc1` (centres undefined) gave CatS block 81.7*, FXIIa inh mix 7.5, C1s inh -1.0, CatG inh 4.0, FXIa mix inh -0.2, PKA kinase inh -2.2, ROCK2 blocker -8.0, JNK3 blocker -0.2 and CatL inh 25.2.
Cc1nc2ccccc2c2oc(C(=O)NCc3ccc4c(c3)OCO4)cc12 was read as CatS block 0.8, FXIIa inh mix 5.8, C1s inh 13.3, CatG inh 5.9, FXIa mix inh 6.9, PKA kinase inh 0.4, ROCK2 blocker -3.5 and JNK3 blocker -6.2.
COC(=O)COn1c(SCC(=O)OC)nc2ccccc2c1=O was read as PKA kinase inh -4.7, ROCK2 blocker 1.0, JNK3 blocker -10.6 and CatL inh 30.3.
`CCC(Oc1ccccc1)C(=O)Nc1ccc(S(=O)(=O)NCC2CCCO2)cc1` (centres undefined) gave CatS block -2.8, FXIIa inh mix 12.5, C1s inh 0.1, CatG inh 2.3, FXIa mix inh 9.8, PKA kinase inh -1.0, ROCK2 blocker -1.4, JNK3 blocker -1.7 and CatL inh -0.9.
Screening COCCCNC(=O)c1ccc(CS(=O)(=O)Cc2cccc(C)c2)o1 returned CatS block 0.9, FXIIa inh mix 1.9, C1s inh 3.8, CatG inh 3.1, FXIa mix inh 10.5, PKA kinase inh -5.0, ROCK2 blocker 0.4, JNK3 blocker -0.7 and CatL inh 6.3.
`CC(=O)Nc1cc(NC(=O)CCCC(=O)O)ccc1Cl` gave CatS block -10.5, FXIIa inh mix 2.5, C1s inh -60.4, CatG inh -2.6, FXIa mix inh -6.8, PKA kinase inh 4.9, ROCK2 blocker 2.1, JNK3 blocker 0.5 and CatL inh -4.4.
`CCCCn1nnnc1NCc1cc(OC)c(OC)c(OC)c1` gave CatS block -1.1, FXIIa inh mix -18.5, C1s inh -1.2, CatG inh 9.4, FXIa mix inh 1.3, PKA kinase inh 14.4, ROCK2 blocker 6.7, JNK3 blocker -2.0 and CatL inh 23.4.
For Cc1cccc(CSC2=NCCN2C(=O)c2ccco2)c1 the results were CatS block -7.5, FXIIa inh mix 4.3, C1s inh -6.7, CatG inh 4.7, FXIa mix inh -0.3, PKA kinase inh -0.8, ROCK2 blocker 3.5, JNK3 blocker -1.1 and CatL inh 4.5.
`O=C(NCCc1ccncc1)Nc1ccccc1Cl` gave CatS block -1.8, FXIIa inh mix 11.5, C1s inh -1.1, CatG inh -1.4, FXIa mix inh -1.9, PKA kinase inh 11.3, ROCK2 blocker 10.8, JNK3 blocker 5.8 and CatL inh 3.7.
Screening Cc1ccnc(Sc2nc3c(c(=O)[nH]c(=O)n3C)n2CCCc2ccccc2)n1 returned CatS block 17.0, FXIIa inh mix -1.0, C1s inh -6.1, CatG inh 1.3, FXIa mix inh 9.8 and PKA kinase inh -3.6.
For COc1ccc(OC)c(NC2c3ncccc3C(=O)N2Cc2ccco2)c1 (centres undefined) the results were CatS block -4.6, FXIIa inh mix 8.6, C1s inh 2.5, CatG inh 6.0, FXIa mix inh -1.8, PKA kinase inh 5.9, ROCK2 blocker 3.7, JNK3 blocker 1.9 and CatL inh 2.7.
O=C(NCC(O)c1ccccc1)c1cccc(S(=O)(=O)N2CCOCC2)c1 (centres undefined) was read as CatS block -5.3, FXIIa inh mix -5.4, C1s inh 15.8, CatG inh 12.0, FXIa mix inh 5.1, PKA kinase inh 4.0, ROCK2 blocker 7.1, JNK3 blocker 2.0 and CatL inh 2.5.
For O=C(CCC(=O)c1cccs1)NCc1ccccc1 the results were CatS block -9.5, FXIIa inh mix 7.2, C1s inh 4.0, CatG inh 4.1, FXIa mix inh 3.1, PKA kinase inh -5.6, ROCK2 blocker -1.3, JNK3 blocker -15.4 and CatL inh 11.1.
`COCCNC(=O)c1c(N)n(CCCn2ccnc2)c2nc3ccccc3nc12` gave CatS block -17.4, FXIIa inh mix 5.4, C1s inh -106.3, CatG inh -1.6, FXIa mix inh -3.8, PKA kinase inh 9.6, ROCK2 blocker 6.3, JNK3 blocker -5.4 and CatL inh -78.2.
For CCOC(=O)C1C2C=CC3(CN(c4ccc(Cl)c(F)c4)C(=O)C13)O2 (centres undefined) the results were CatS block 3.7, FXIIa inh mix 10.9, C1s inh 1.8, CatG inh -1.3, FXIa mix inh 14.0 and CatL inh -7.0.
`O=C(O)c1cccc(NS(=O)(=O)c2ccc3nnn(O)c3c2)c1` gave CatS block 6.6, FXIIa inh mix 37.4*, C1s inh -12.4, CatG inh 1.4, FXIa mix inh 5.0, PKA kinase inh 10.2 and CatL inh -0.8.
COc1ccc(-c2nc(C#N)c(NCCN(C)C)o2)cc1 was read as CatS block 11.7, FXIIa inh mix -2.3, C1s inh 1.4, CatG inh 8.6, FXIa mix inh 9.0, PKA kinase inh 2.3, ROCK2 blocker 5.7, JNK3 blocker 1.4 and CatL inh 1.6.
`O=C(Nc1ccccc1-c1ccccc1)c1ccco1` gave CatS block -4.8, FXIIa inh mix -15.3, C1s inh -2.8, CatG inh 7.4, FXIa mix inh -5.1, PKA kinase inh 1.7, ROCK2 blocker 0.6, JNK3 blocker 1.2 and CatL inh 16.1.
Screening CSc1oc(-c2ccccc2)nc1C(N)=O returned CatS block 16.2, FXIIa inh mix 1.6, C1s inh 12.8, CatG inh 8.5, FXIa mix inh 8.0, PKA kinase inh 2.2, ROCK2 blocker 1.5, JNK3 blocker 5.1 and CatL inh 0.7.
Screening COc1ccccc1NC(=O)CN1CCN(CC(=O)Nc2ccccc2F)CC1 returned CatS block 8.3, FXIIa inh mix 5.7, C1s inh 3.2, CatG inh 15.5, FXIa mix inh 6.6, PKA kinase inh 3.0, ROCK2 blocker 3.4, JNK3 blocker 2.6 and CatL inh 8.0.
Screening CC(=O)c1cc(CN2C(=O)c3ccccc3C2=O)cs1 returned CatS block -9.9, FXIIa inh mix 1.7, C1s inh 7.3, CatG inh 6.5, FXIa mix inh 4.5, PKA kinase inh 7.2, ROCK2 blocker 7.8, JNK3 blocker 4.6 and CatL inh 6.7.
`Cc1cc(C(=O)CSc2nc3ccccc3[nH]2)c(C)n1C` gave CatS block -5.8, FXIIa inh mix 3.8, C1s inh 12.9, CatG inh -7.0, FXIa mix inh 4.9, PKA kinase inh -6.1, ROCK2 blocker -0.7, JNK3 blocker 5.2 and CatL inh 7.9.
`O=C(O)c1ccccc1S(=O)(=O)Cc1ccccc1` gave CatS block 5.0, FXIIa inh mix 9.4, C1s inh 12.3, CatG inh 9.8, FXIa mix inh 9.2, PKA kinase inh -3.8, ROCK2 blocker -0.9, JNK3 blocker 1.9 and CatL inh 2.7.
`Cc1cc(C)n(Cc2ccccc2Cl)n1` gave CatS block -4.2, FXIIa inh mix 1.2, C1s inh 7.5, CatG inh -4.3, FXIa mix inh -2.0, PKA kinase inh 3.2, ROCK2 blocker 4.3, JNK3 blocker -2.5 and CatL inh 9.8.
Screening O=C1CC(N2CCC(O)(c3ccc(Cl)cc3)CC2)C(=O)N1 (centres undefined) returned CatS block -1.8, FXIIa inh mix 1.5, C1s inh 2.1, CatG inh 7.3, FXIa mix inh 7.0, PKA kinase inh -1.5, ROCK2 blocker 0.8, JNK3 blocker -6.5 and CatL inh -0.9.

Among those listed so far, these contain an NH in an aromatic ring.
Screening Cc1ccnc(Sc2nc3c(c(=O)[nH]c(=O)n3C)n2CCCc2ccccc2)n1 returned CatS block 17.0, FXIIa inh mix -1.0, C1s inh -6.1, CatG inh 1.3, FXIa mix inh 9.8 and PKA kinase inh -3.6.
`Cc1cc(C(=O)CSc2nc3ccccc3[nH]2)c(C)n1C` gave CatS block -5.8, FXIIa inh mix 3.8, C1s inh 12.9, CatG inh -7.0, FXIa mix inh 4.9, PKA kinase inh -6.1, ROCK2 blocker -0.7, JNK3 blocker 5.2 and CatL inh 7.9.
